Screens: PubChem, several laboratories
TR-FRET SRC-2 ct = flags TR-FRET format artefacts in PPARgamma SRC-2 recruitment agonist screen; AID 1049; hit rate 0.4% among 200,000; TR-FRET ratio at 8 µM; TR-FRET artefact counter-screen; stronger effect = higher value; in the data active = TR-FRET ratio above about 2000; note: inactives centre near 1500
PPARg SRC3 recr = PPARgamma-driven SRC-3 recruitment agonism. biochemical PPARgamma/SRC-3 coactivator recruitment assay. activation, % at 8 µM. AID 731. hit rate 0.26% among 200,000; in the data active = activation above about 23%;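 note: 0% = DMSO and 100% = reference agonist; some compounds past the cut are filed as inactive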
STAT1 inh = reduces IFN-gamma driven STAT1 reporter signal; AID 920; hit rate 0.35% among 200,000; inhibition, % at 5.5 µM; NIH 3T3 STAT1-luciferase reporter, luminescence;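 active = inhibition above a set limit, the mean inhibition across all tested compounds plus 3 SD, cut at about 34% in these data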;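 note: 0% = IFN-gamma with DMSO and 100% = IFN-gamma with 300 µM nifuroxazide; values of inactives mirror those of a sister screen read the other way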
PPARg SRC-1 ag = promotes SRC-1 coactivator recruitment by human PPARgamma | P37231 | PPARgamma-SRC-1 coactivator recruitment biochemical assay | activation, % at 8 µM | hit rate 0.41% among 200,000 | AID 631; in the data active = activation above about 19%;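 note: 0% = DMSO and 100% = reference agonist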
PPARg SRC-2 ag = promotes SRC-2 coactivator recruitment by human PPARgamma; PPARgamma LBD-SRC-2 recruitment, biochemical; activation, % at 8 µM; hit rate 0.34% among 200,000; in the data active = activation above about 22%;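 note: 0% = vehicle and 100% = reference agonist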
RAM network inh = blocks the yeast RAM network; S. cerevisiae dse1pr::URA3 reporter, 5-FOA growth OD615, 2 d; analog-sensitive cbk1-as2 kinase mutant strain; AID 868; inhibition, % at 50 µM; hit rate 1.8% among 190,000;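 active = inhibition above a set limit, 3 SD over mean compound inhibition, cut at about 8.4% in these data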;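 note: 0% = DMSO-only wells with no growth and 100% = 10 µM 1-NA-PP1 full growth; inhibition rescues growth on 5-FOA so higher OD means more RAM inhibition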
S1P3 antag = antagonists of human S1P3 receptor | CHO S1P3 NFAT-BLA reporter, FRET fluorescence, antagonist mode | inhibition, % at 4.98 µM | hit rate 0.27% among 170,000;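 active = inhibition above the plate cutoff, the mean inhibition of test wells on that plate plus 3 SD, cut at about 28% in these data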;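 note: cells challenged with S1P at its EC80 of 0.8 µM; blue over green emission ratio from cleaved BLA substrate after 4 h stimulation; 0% = S1P-stimulated wells and 100% = unstimulated DMSO-only wells; some compounds past the cut are filed as inactive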
STAT3 inh = inhibitors of IL-6 induced STAT3 signaling; hit rate 0.89% among 190,000; U3A cells, IL-6 STAT3-luciferase reporter, luminescence; host cell line lacks STAT1; AID 862; inhibition, % at 5.5 µM;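 active = inhibition above the mean inhibition across all screened compounds plus 3 SD, cut at about 44% in these data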;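 note: 0% = DMSO only wells and 100% = 100 µM nifuroxazide control wells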
TLR4 MyD88 comp = blocks binding of human TLR4 to MyD88; HeLa CL3-4 TLR4/MyD88 BLA complementation, FRET ratio; inhibition, % at 8.4 µM; AID 861; hit rate 0.18% among 200,000; in the data active = inhibition above about 25%;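 note: 0% = vehicle and 100% = reference inhibitor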
Target sequence (O00206 whole entry, looked up): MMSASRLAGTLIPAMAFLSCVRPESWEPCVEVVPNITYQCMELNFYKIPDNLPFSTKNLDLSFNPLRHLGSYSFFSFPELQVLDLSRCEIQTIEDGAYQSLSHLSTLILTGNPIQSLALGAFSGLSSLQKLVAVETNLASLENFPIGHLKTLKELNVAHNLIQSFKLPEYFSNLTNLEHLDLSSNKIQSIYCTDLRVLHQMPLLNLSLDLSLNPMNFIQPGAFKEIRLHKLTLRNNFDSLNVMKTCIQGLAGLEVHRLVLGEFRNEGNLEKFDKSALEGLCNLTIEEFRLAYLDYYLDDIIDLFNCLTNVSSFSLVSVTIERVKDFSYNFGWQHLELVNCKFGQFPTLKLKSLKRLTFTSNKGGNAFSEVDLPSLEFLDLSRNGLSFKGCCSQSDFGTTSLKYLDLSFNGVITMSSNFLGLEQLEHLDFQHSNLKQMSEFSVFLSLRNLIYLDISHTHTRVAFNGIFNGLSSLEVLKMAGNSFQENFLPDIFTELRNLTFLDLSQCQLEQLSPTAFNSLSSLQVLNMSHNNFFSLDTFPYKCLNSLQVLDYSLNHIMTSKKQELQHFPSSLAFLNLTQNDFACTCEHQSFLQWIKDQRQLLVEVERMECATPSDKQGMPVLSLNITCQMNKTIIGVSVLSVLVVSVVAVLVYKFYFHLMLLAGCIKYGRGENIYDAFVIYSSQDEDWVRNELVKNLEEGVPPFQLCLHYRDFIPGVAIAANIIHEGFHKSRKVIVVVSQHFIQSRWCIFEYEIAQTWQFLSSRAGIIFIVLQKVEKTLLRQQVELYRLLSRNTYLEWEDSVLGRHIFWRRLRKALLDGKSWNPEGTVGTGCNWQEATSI
Target sequence (Q99836 whole entry, looked up): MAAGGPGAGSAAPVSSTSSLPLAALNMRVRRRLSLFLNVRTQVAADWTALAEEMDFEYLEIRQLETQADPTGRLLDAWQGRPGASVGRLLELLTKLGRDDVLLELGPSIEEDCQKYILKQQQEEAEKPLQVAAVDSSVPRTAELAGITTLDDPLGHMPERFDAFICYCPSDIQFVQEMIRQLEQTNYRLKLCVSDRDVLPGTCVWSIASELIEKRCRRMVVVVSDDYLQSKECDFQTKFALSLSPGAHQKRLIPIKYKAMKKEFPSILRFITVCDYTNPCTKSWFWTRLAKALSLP
STAT3 act = activators of IL-6 induced STAT3 signaling; U3A cells, IL-6 STAT3-luciferase reporter, luminescence; 100% = signal with IL-6 EC80 alone; activation (% of control), % at 5.6 µM; hit rate 0.91% among 190,000; AID 871;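 active = activation above the screen-wide mean of compound activation plus 3 SD, cut at about 130% in these data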;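 note: 0% = background luminescence of wells with medium and substrate only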
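Material: STAT3-luciferase reporter U3A cells; Probe or stimulus: IL-6 (33 ng/mL); Incubation: compound pre-incubation 1 h before IL-6, then 6 h stimulation at 37 °C; Technique: luminescence from STAT3-driven luciferase reporter; Evaluation: % activation versus median of IL-6-stimulated wells; Controls: IL-6-only high control.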
ROMK primary = modulators of human ROMK potassium channel; P48048; Tet-inducible ROMK, thallium flux fluorescence; actives lie on both sides; B-score at 10 µM; hit rate 2% among 130,000; AID 1918;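 active = signal ratio slope over the read window, or its plate-corrected B-score, at least 3 SD from the plate mean, either direction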;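 note: B-score of the F/F0 ratio slope over 7 to 12 s after thallium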
Numbers without * were called inactive; x = no result given.

SMILES	TR-FRET SRC-2 ct	PPARg SRC3 recr	STAT1 inh	PPARg SRC-1 ag	PPARg SRC-2 ag	RAM network inh	S1P3 antag	STAT3 inh	TLR4 MyD88 comp	STAT3 act	ROMK primary
CCN1CCN(C(c2ccc(F)cc2)c2nnnn2Cc2ccc3c(c2)OCO3)CC1 (configuration not stated)	1653	4	-4	7	9	1.1	0	-2	3	105	0.26
O=[N+]([O-])c1ccc2ncnc(Nc3ccc4c(c3)OCCO4)c2c1	1737	5	4	7	-3	2.2	-1	8	-3	98	1
CC(=O)NCCCc1nc2ccccc2n1Cc1cc(C)ccc1C	1675	5	-3	3	9	1.0	12	2	-11	99	0.0023
COc1ccccc1CNC(=O)CN1CCC(n2cnc3cc(F)ccc32)CC1	1494	-3	3	0	-6	2.2	-17	5	1	98	0.36
Cc1nn(C)c(C)c1CNC(=O)Nc1cccc(Cl)c1	1692	2	-28	-1	3	-0.2	-16	-6	-3	107	-0.11
Fc1ccc(NC(=S)Nc2cccc3cnccc23)cc1	1647	2	18	3	7	2.9	-16	-27	-12	131	-0.1
COc1ccc(NC(=O)/C=C/c2ccc3c(c2)OCO3)cc1	1599	5	-35	-7	12	5.0	7	15	10	88	-0.022
N#Cc1ccc(OCC(=O)Nc2cc(S(=O)(=O)N3CCCCC3)ccc2N2CCCCC2)cc1	1541	3	5	7	10	6.2	-10	10	-3	92	-0.79
COc1ccc2nc(Nc3ccc4c(c3)OCO4)sc2c1	1830	25	-57	6	-2	2.0	23	12	6	91	0.074
O=[N+]([O-])c1ccc2nc(SCc3ccccc3Cl)sc2c1	1453	-3	2	3	6	9.6*	x	10	-3	96	x
N#C/C(=C\c1cc([N+](=O)[O-])c(N2CCCCC2)cc1N1CCCCC1)c1nn(-c2ccccc2)c(N)c1C#N	1544	-1	10	5	1	7.5	x	3	-19	103	-0.49
O=c1nc(SCc2cccc(C(F)(F)F)c2)nc2ccccn12	1457	-2	7	0	-3	0.8	-12	25	6	87	-0.54
CN(C)c1ccc(C(=S)NC2CCCCC2)cc1	1588	0	-36	-1	-2	-0.1	10	-11	-5	114	-0.021
COc1ccccc1C1CC(c2ccco2)=NN1c1ccccc1 (configuration not stated)	1536	-4	-2	2	0	0.4	2	-9	-10	107	x
CCC(C)(C)NC(=S)Nc1ccccc1C	1728	1	-1	0	6	0.4	-16	10	-11	97	-1.5
COc1ccc2nc(N/C(N)=N/C(=S)Nc3c(C)cccc3C)nc(C)c2c1	1514	-3	-13	0	1	5.0	-10	29	5	80	0.83
CCOC(=O)CCCNC(=O)COC(=O)[C@@H]1CCCN1S(=O)(=O)c1ccc(Cl)cc1	1463	4	1	1	-1	0.6	5	-7	-12	102	x
O=S(=O)(c1ccc(Oc2ncnc3scc(-c4ccccc4)c23)cc1)N1CCOCC1	1641	-2	-1	5	1	6.6	49	8	4	101	x
O=C(NCc1cccnc1)C1CCN(S(=O)(=O)c2cccs2)CC1	1350	3	1	1	4	0.9	-62	-5	-4	107	x
C/C(=N/NC(=O)c1ccco1)c1cccc(NC(=O)c2ccc(C)s2)c1	1471	-3	-7	-1	1	-0.3	-3	26	-3	77	-0.53
CC1(C)Cc2cccc(OCC(=O)Nc3cccnc3)c2O1	1418	-1	2	3	-8	0.3	-7	2	3	102	0.26
Fc1ccc(CSc2nnc(Cc3sc(-c4ccccc4)nc3-c3ccccc3)o2)cc1	1586	-6	-4	8	5	22*	x	15	0	92	-0.054
COc1ccc(/C=C/c2ccncc2)cc1OC	1394	8	5	-5	8	-0.6	x	-12	5	113	0.028
CC(C)c1ccccc1NC(=O)COC(=O)Cc1c[nH]c2ccccc12	1615	0	-3	2	-3	-1.2	-6	-15	-5	110	0.72
C=CCn1c(COc2cccc(C)c2)nnc1SCC(=O)NC(=O)NCc1ccco1	1280	1	-3	1	1	1.1	-53	-4	3	107	x
CNc1cc(CSc2ccc(Cl)cc2)nc(C)n1	1592	3	-38	8	2	1.4	5	0	-8	106	-0.75
Cc1cccc(C)c1NC(=O)c1c(C)nn(-c2ccccc2)c1Cl	1629	8	-5	4	7	-1.0	x	6	-1	99	x
CN1C(=O)CC(N2CCC(c3nc4ccccc4[nH]3)CC2)C1=O (configuration not stated)	1476	6	7	2	-3	1.7	-42	14	-1	95	x
CC1CCCCN1c1nnc(N)s1 (configuration not stated)	1378	-5	-5	-3	9	0.1	-4	0	1	103	x
O=C(Nc1ccccc1N1CCCCC1)c1ncoc1-c1ccc(F)cc1	1927	12	3	11	7	2.1	-2	24	-10	84	x
COc1cccc(CC(=O)Nc2ccc3nc(C)sc3c2)c1	1698	-1	5	3	8	-1.1	-22	1	9	102	-0.63
COc1ccc(-c2cc(C(=O)N3CCOCC3)c3cc(C)ccc3n2)cc1	1400	-1	-8	-1	3	2.6	-17	-2	-6	106	x
COc1cccc(N/C=C/C(=O)c2ccc(Br)cc2)c1	1577	6	-73	0	-4	x	x	34	6	76	x
Cc1cc[n+](-c2[nH]c(=O)sc2/C=N/NC([S-])=Nc2ccccc2)cc1	1803	2	4	9	3	0.6	6	-8	2	109	x
COC(=O)c1cc2sc(Cl)cc2n1Cc1nc(-c2ccccc2)oc1C	1622	7	-14	10	2	0.7	x	4	-13	104	x
CCOC(=O)C1CCN(c2ncnc3c2c(-c2ccccc2)cn3-c2ccc(C)cc2)CC1	1618	-1	-6	6	8	2.5	0	5	-8	102	0.71
CC(C)(C)NC(=O)CN(C(=O)CNS(=O)(=O)c1ccccc1)c1ccc2c(c1)OCCO2	1596	2	3	-2	1	3.2	x	-2	-5	102	-0.77
CN1/C(=C/C2CC(=O)N(c3cccc4ccccc34)C2=O)C(C)(C)c2ccccc21 (configuration not stated)	1409	11	0	-1	6	2.0	x	5	-5	97	x
O=C1c2ccccc2C(=O)N1CCOCCN1C(=O)c2ccccc2C1=O	1492	2	3	4	1	-0.2	-21	5	1	99	-0.66
Nc1ccc(S(=O)(=O)c2ccc(N)c(N)c2)cc1	1572	1	6	12	-1	1.4	-16	4	7	97	0.002
O=C(CCCn1c(=O)[nH]c2ccccc2c1=O)NCCSCc1ccccc1	1700	1	6	4	7	4.0	3	14	6	91	-0.58
O=C(NCc1cccs1)c1nc2ncccn2n1	1513	-11	-1	0	0	2.1	10	-1	-5	101	x
O=C(/C=C/c1cccs1)N1CCN(c2ccc(O)cc2)CC1	1755	6	9	13	6	1.1	-17	15	-4	96	-0.18
CCOC(=O)c1[nH]c(C)c(CN(CCc2ccc(OC)c(OC)c2)C(=O)CCCC(=O)O)c1C	1476	-10	3	0	-12	0.7	-2	8	-1	97	-0.13
Cc1ccnc(NC(c2ccccc2O)c2oc(CO)cc(=O)c2O)c1 (configuration not stated)	1416	2	-5	8	-3	0.5	-4	7	-9	101	-0.15
O=C(COc1ccc(Cl)cc1Br)NNC(=O)C(=O)N1CCCCC1	1610	-2	4	6	3	2.1	x	1	1	108	x
CC1CCOC2(O1)C(=O)N(CN1CCN(c3ccccc3F)CC1)c1ccccc12 (configuration not stated)	1380	-2	5	7	6	1.7	-8	-54	6	148*	0.58
CCOCC(=O)Nc1cc([N+](=O)[O-])ccc1C	1497	-6	0	-5	1	2.0	-28	-1	1	103	0.19
CCN1C(=O)N[C@@H](c2ccc(Br)cc2)C(C(=O)OC)=C1C	1325	0	-7	-6	2	-0.8	-3	-5	-7	102	-0.64
COc1nonc1NC(=O)CSc1nc2ccccc2[nH]1	1516	-14	0	5	-4	0.3	-10	7	2	95	-0.08
Nc1c(N)c2ccccc2oc1=O	1581	-7	-6	0	3	1.2	x	-21	1	119	x
CCn1c(SCC(=O)Nc2sc3c(c2C(N)=O)CCC(C)C3)nnc1-c1ccco1 (configuration not stated)	1526	14	3	5	5	0.4	x	-12	10	113	x
CCN(CC)CCCNC(=O)c1cc(-c2cccc(Cl)c2)on1	1613	-5	-10	4	0	1.4	-2	4	1	101	0.61
CC(/C=C/c1ccccc1)=N/NC(=O)c1nc2nc(C)cc(C)n2n1	1646	6	0	7	14	1.0	-6	12	-10	94	0.41
O=C(Nc1ccc(Cc2ccncc2)cc1)C1CC1	1430	10	2	16	8	2.8	-7	13	2	93	x
COc1cccc(CN2CCN(C(=O)c3cc(-c4cccnc4)nc4ccc(C)cc34)CC2)c1	1393	-4	-17	-6	1	0.0	-4	6	8	99	0.11
CC1=C(C(=O)Nc2ccccc2F)C(c2ccsc2)C2=C(CC(c3ccccc3)CC2=O)N1 (configuration not stated)	1449	2	7	-2	8	7.1	x	10	-5	96	x

Arranged by SMILES length (smallest number first): 10 of the compounds above
SMILES	TR-FRET SRC-2 ct	PPARg SRC3 recr	STAT1 inh	PPARg SRC-1 ag	PPARg SRC-2 ag	RAM network inh	S1P3 antag	STAT3 inh	TLR4 MyD88 comp	STAT3 act	ROMK primary
O=C(Nc1ccc(Cc2ccncc2)cc1)C1CC1	1430	10	2	16	8	2.8	-7	13	2	93	x
CCOCC(=O)Nc1cc([N+](=O)[O-])ccc1C	1497	-6	0	-5	1	2.0	-28	-1	1	103	0.19
CCN(CC)CCCNC(=O)c1cc(-c2cccc(Cl)c2)on1	1613	-5	-10	4	0	1.4	-2	4	1	101	0.61
Cc1ccnc(NC(c2ccccc2O)c2oc(CO)cc(=O)c2O)c1 (configuration not stated)	1416	2	-5	8	-3	0.5	-4	7	-9	101	-0.15
CCN1C(=O)N[C@@H](c2ccc(Br)cc2)C(C(=O)OC)=C1C	1325	0	-7	-6	2	-0.8	-3	-5	-7	102	-0.64
CC(/C=C/c1ccccc1)=N/NC(=O)c1nc2nc(C)cc(C)n2n1	1646	6	0	7	14	1.0	-6	12	-10	94	0.41
CC1CCOC2(O1)C(=O)N(CN1CCN(c3ccccc3F)CC1)c1ccccc12 (configuration not stated)	1380	-2	5	7	6	1.7	-8	-54	6	148*	0.58
CCn1c(SCC(=O)Nc2sc3c(c2C(N)=O)CCC(C)C3)nnc1-c1ccco1 (configuration not stated)	1526	14	3	5	5	0.4	x	-12	10	113	x
COc1cccc(CN2CCN(C(=O)c3cc(-c4cccnc4)nc4ccc(C)cc34)CC2)c1	1393	-4	-17	-6	1	0.0	-4	6	8	99	0.11
CC1=C(C(=O)Nc2ccccc2F)C(c2ccsc2)C2=C(CC(c3ccccc3)CC2=O)N1 (configuration not stated)	1449	2	7	-2	8	7.1	x	10	-5	96	x
